Bioassay records deposited in PubChem BioAssay by Southern Research Specialized Biocontainment Screening Center.
tuberculosis growth: growth inhibition of non-replicating M. tuberculosis (AID 488890) | hit rate 0.39% among 320,000 | Mycobacterium tuberculosis non-replicating, growth inhibition; higher % means a stronger effect | one-dose inhibition, % at 25 µM; IC50 in µM for titrated hits; in the data active = a potency from the dose series; inconclusive = inhibition mostly from about 82% at the one dose, without a potency; inactive = the rest, 99 in 100 with inhibition below about 76%;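 note: plate controls were DMSO cells for no effect and high antibiotic wells for full effect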
PhoP GFP inhibition: PhoP regulon inhibitors, Salmonella typhi PhoP promoter GFP reporter, confirmatory (AID 1850). hit rate 0.33% among 310,000. one-dose inhibition, % at 50 µM; IC50 in µM for titrated hits. Salmonella Typhi PhoP-promoter GFP reporter, fluorescence, 4 h; higher % means a stronger effect; in the data active = a potency from the dose series; inconclusive = inhibition mostly from about 25% at the one dose, without a potency; inactive = the rest, 99 in 100 with inhibition below about 19%;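 note: 0% = induced wells with vehicle and 100% = uninduced wells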
H37Rv inhibition: M. tuberculosis growth inhibition, HTS (AID 449762) | hit rate 0.59% among 330,000 | M. tuberculosis H37Rv growth inhibition, 7H9 media; higher % means a stronger effect | one-dose inhibition, % at 25 µM; IC50 in µM for titrated hits; in the data active = a potency from the dose series; inconclusive = inhibition above about 70% without an active follow-up result;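 note: bacterial growth assessed after seven days of incubation; strong numbers were not always called active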
inhibitors of VEEV: inhibitors of VEEV TC-83 cytopathic effect, confirmation, Vero cells (AID 588727) | Vero cells, VEEV TC-83 cytopathic effect inhibition; higher % means a stronger effect | inhibition, % at 20 µM; hits with a dose series show IC50 in µM | hit rate 0.13% among 350,000; in the data active = a potency from the dose series; inconclusive = inhibition mostly from about 14% at the one dose, without a potency; inactive = the rest, 99 in 100 with inhibition below about 12%; note: strong numbers were not always called active
influenza NS1A: NS1A inhibition, H1N1 influenza, cell based functional assay (AID 504329); NS1A functional cell-based assay, percent inhibition; higher % means a stronger effect; hit rate 0.3% among 340,000; one-dose inhibition, % at 12.5 µM; IC50 in µM for titrated hits; in the data active = a potency from the dose series; inconclusive = inhibition above about 27% without an active follow-up result; note: strong numbers were not always called active
Active calls of the source: *; i = inactive; ? = inconclusive; nt = not tested or not shown.

SMILES	tuberculosis growth	PhoP GFP inhibition	H37Rv inhibition	inhibitors of VEEV	influenza NS1A
O=C(CN1C(=O)NC2(CCCC2)C1=O)NCc1ccccc1	5%	nt	4%	0.1%	-3%
CCOc1ccccc1-c1cc(C(=O)Nc2ccc(C(=O)O)cc2)c2ccccc2n1	-4%	1%	10%	0.4%	21%
CCCCCCC(O)(c1ccc(OC)cc1)C(CN1CCOCC1)c1ccccc1 (configuration not stated)	8%	10%	12%	i	-1%
NS(=O)(=O)c1cccc(NC(=O)c2cccnc2Oc2ccccc2)c1	2%	1%	-2%	2.7%	-18%
O=C(Cc1ccccc1)Nc1nc(-c2ccc(F)c(F)c2)cs1	4%	3%	3%	1.7%	-3%
CCOc1ccc(N(C(=O)c2ccc3c(c2)OCO3)C2C=CS(=O)(=O)C2)cc1 (configuration not stated)	-17%	-14%	-9%	1.9%	-8%
O=C(CN1CCN(c2nc(-c3ccc(F)cc3)cs2)CC1)Nc1ccc2c(c1)OCO2	60%	5%	?	i	8%
O=C(Nc1ccc(C(F)(F)F)cc1)c1ccccc1-n1cnnn1	23%	nt	-7%	3.0%	-7%
Fc1ccccc1SCc1nnc(-c2ccccc2Br)o1	62%	-14%	-2%	1.4%	-11%
O=C(/C=C/c1ccco1)N(Cc1ccccc1F)C1CCS(=O)(=O)C1 (configuration not stated)	-14%	-8%	-6%	0.3%	7%

Taken from above.
In tuberculosis growth, CCCCCCC(O)(c1ccc(OC)cc1)C(CN1CCOCC1)c1ccccc1 (configuration not stated) is listed with 8%
In inhibitors of VEEV, O=C(Nc1ccc(C(F)(F)F)cc1)c1ccccc1-n1cnnn1 is listed with 3.0%

Other records.
SMILES	tuberculosis growth	PhoP GFP inhibition	H37Rv inhibition	inhibitors of VEEV	influenza NS1A
CC(=O)NC(C)CCc1ccccc1 (configuration not stated)	1%	8%	-4%	i	-5%
CCOc1ccccc1OCC(=O)OCC(=O)c1c(N)n(CC(C)C)c(=O)n(C)c1=O	14%	nt	1%	1.9%	-7%
COc1ccc(CNC(=O)COC(=O)CCOc2ccccc2)cc1	32%	1%	-9%	i	-6%
O=C(CCN=C1NS(=O)(=O)c2ccccc21)OCc1ccccc1	6%	-1%	7%	0.9%	0%
Cc1csc2c(=O)[nH]cnc12	-9%	-6%	-6%	0.5%	2%
O=C(CCNS(=O)(=O)c1ccc(Cl)cc1)NCc1ccccn1	7%	0%	1%	0.5%	30%
Cc1ccc(NC(=O)CSc2nnc(-c3ccccn3)n2C)cc1	65%	-8%	-11%	0.7%	4%
C=CC[C@@H](CC(=O)NCCO)C(=O)N[C@H](COC(=O)[C@@H](CC=C)Cc1ccc(F)cc1)Cc1c[nH]c2ccccc12	45%	nt	2%	1.8%	-12%
COc1cccc(C(=O)OCC(=O)NC23CC4CC(CC(C4)C2)C3)c1	60%	nt	2%	4.9%	0%
Cc1cnc(C(=O)OCC(=O)Nc2oc(-c3ccccc3)c(-c3ccccc3)c2C#N)cn1	-5%	-4%	1%	6.5%	14%
COc1ccc(NC(=O)Nc2ccc3c(c2)N(C)C(=O)CS3)cc1OC	nt	-1%	-6%	9.7%	0%
CC(C)NC(=O)COC(=O)C1CSC2(c3ccc(Br)cc3)CCC(=O)N12 (configuration not stated)	10%	7%	4%	2.2%	-6%
CN(CC(=O)Nc1ccc(F)cc1)C(=O)COc1ccccc1Cc1ccccc1	4%	1%	3%	1.3%	2%
CN1/C(=C\C(=O)COC(=O)CNC(=O)c2ccc3ccccc3c2)C(C)(C)c2ccccc21	68%	-1%	11%	i	3%
CCCCCCCCNC(=O)c1ccc(C)cc1	?	4%	36%	nt	nt
CCCCCC(NC(=O)C1CCN(C(=O)[C@@H](NS(=O)(=O)c2ccc(C)cc2)C(C)C)CC1)C(=O)O (some centres not stated)	-1%	-12%	-4%	0.9%	-3%
O=c1c2cnn(-c3ccccc3)c2nc(-c2cccs2)n1-c1ccc(Br)cc1	nt	-5%	2%	1.8%	-15%
Cc1ccc(OCCCN2C(=O)C(=O)c3cccc(C)c32)cc1	74%	-8%	9%	6.1%	-2%
O=S(=O)(N1CCCCCC1)N1CCN(S(=O)(=O)N2CCOCC2)CC1	-11%	5%	-15%	1.5%	0%
COC(=O)C1=C(C(=O)OC)C(C(=O)OC)C(C(=O)OC)C(C(=O)OC)(C(=O)OC)C(C(=O)OC)=C1C(=O)OC (configuration not stated)	nt	nt	nt	?	2%

A draw from above in order of SMILES length, low to high.
SMILES	tuberculosis growth	PhoP GFP inhibition	H37Rv inhibition	inhibitors of VEEV	influenza NS1A
Cc1ccc(OCCCN2C(=O)C(=O)c3cccc(C)c32)cc1	74%	-8%	9%	6.1%	-2%
COc1ccc(NC(=O)Nc2ccc3c(c2)N(C)C(=O)CS3)cc1OC	nt	-1%	-6%	9.7%	0%
O=S(=O)(N1CCCCCC1)N1CCN(S(=O)(=O)N2CCOCC2)CC1	-11%	5%	-15%	1.5%	0%

Continued.
SMILES	tuberculosis growth	PhoP GFP inhibition	H37Rv inhibition	inhibitors of VEEV	influenza NS1A
CCN=C1SC(C(=O)Nc2ccc(OC)cc2)CC(=O)N1CC (configuration not stated)	6%	-13%	0%	0.2%	-3%
Cc1cc(=O)oc2c(C)c(OC(C)C(=O)NCCCN3CCCC3=O)ccc12 (configuration not stated)	-12%	11%	-14%	1.3%	6%
c1ccc(OCCOCCN2CCc3ccccc3C2)cc1	33%	2%	-3%	0.2%	-5%
COc1ccc(C(=O)CSc2nn3c(=O)c(C(C)(C)C)nnc3s2)cc1	9%	-7%	6%	2.2%	3%
Cc1ccc2[nH]c(=O)c(CN(CCCN(C)C)C(=O)Nc3cccc(Cl)c3)cc2c1	38%	19%	5%	i	11%
O=C(COC(=O)c1ccc([N+](=O)[O-])o1)NCc1ccc2c(c1)OCO2	59%	nt	66%	2.4%	-8%
C=CCSc1nnc(NC(=O)C2=COCCO2)s1	1%	9%	-5%	2.0%	-14%
O=C(Nc1ccc(S(=O)(=O)N2CCOCC2)cc1)c1ccc(CN2CCc3ccccc3C2)cc1	15%	3%	?	nt	nt
COC(=O)c1cc(COC(=O)c2ccc3ccccc3n2)oc1C	42%	8%	6%	i	3%
COc1ccccc1NP1(=O)OCC(C)([N+](=O)[O-])CO1 (configuration not stated)	nt	nt	nt	0.0%	-1%
O=C(NCC(c1ccco1)N1CCc2ccccc2C1)c1ccc(F)cc1 (configuration not stated)	-5%	-4%	2%	3.8%	-3%
Cc1ccccc1N(Cc1ccccc1F)S(C)(=O)=O	-7%	0%	-1%	i	9%
O=C(Nc1cc(C(=O)N2CCN(c3ccccc3)CC2)ccc1Cl)c1cccs1	52%	nt	4%	7.8%	3%
CC[N+]1=CN(c2ccccc2)C(C)=CC1(C)C	-4%	-10%	3%	2.9%	-4%
Cc1csc2nc(CCNS(=O)(=O)c3cccs3)cn12	6%	-2%	3%	2.9%	-13%
CCc1ncc(CN2CCCC(C(=O)Nc3cccc(-c4cccc(C)c4)c3)C2)cn1 (configuration not stated)	50%	-13%	?	3.4%	-7%
Cc1cc(NC(=O)c2cnn3c(C(F)(F)F)cc(-c4ccc(Br)cc4)nc23)no1	-1%	-1%	-1%	9.0%	6%
COc1ccc(C(=O)Nc2ccccc2C(=O)NCCN2CCOCC2)cc1OC	2%	1%	5%	8.6%	-1%
O=C(CSc1nc(=O)n2cc(Cl)ccc2n1)Nc1ccc2c(c1)OCCO2	-14%	-2%	14%	5.4%	-9%
O=C(CN1CCN(Cc2ccccc2)CC1)Nc1cccc(C(F)(F)F)c1	38%	-2%	-4%	0.2%	-10%

Complete entries from above. Order of screens: tuberculosis growth, PhoP GFP inhibition, H37Rv inhibition, inhibitors of VEEV, influenza NS1A
CC[N+]1=CN(c2ccccc2)C(C)=CC1(C)C in the list: -4%, -10%, 3%, 2.9%, -4%
Cc1csc2nc(CCNS(=O)(=O)c3cccs3)cn12 in the list: 6%, -2%, 3%, 2.9%, -13%
O=C(Nc1cc(C(=O)N2CCN(c3ccccc3)CC2)ccc1Cl)c1cccs1 in the list: 52%, nt, 4%, 7.8%, 3%

Next compounds.
SMILES	tuberculosis growth	PhoP GFP inhibition	H37Rv inhibition	inhibitors of VEEV	influenza NS1A
O=C(CNC(=O)c1ccccc1)OCC(=O)c1ccc(Cl)s1	12%	nt	9%	2.5%	2%
CCOC(=O)c1c(C)c(C(=O)NCc2ccc3c(c2)OCO3)c(C)n1CC	0%	-10%	-2%	0.6%	-6%
O=C(CC1CCCCC1)NC1CCCC1	4%	0%	4%	0.1%	-2%
O=c1nc2s/c(=C\c3ccco3)c(=O)n2nc1Cc1ccc(F)cc1	79%	1%	3%	i	-3%
CCOc1ccc(/C(O)=C2\C(=O)C(=O)N(CCN(C)C)C2c2cc(OC)ccc2OC)cc1Cl (configuration not stated)	nt	nt	nt	1.3%	12%
CCCCOc1ccccc1C(=O)NCCCC(=O)O	6%	-4%	-10%	2.8%	-5%
CN(C)C(=O)c1ccc(-c2cc(C(F)(F)F)n(C)n2)s1	-16%	-1%	0%	0.3%	2%
O=C(NCc1ccc(C(=O)O)cc1)OCc1ccccc1	1%	0%	3%	i	-5%
Cc1[nH]n(C(N)=S)c(=O)c1N=Nc1cc(C(F)(F)F)ccc1Cl	?	0%	5%	0.6%	-3%
Nc1ncnc2c1nc(Sc1ccc(Cl)cc1)n2[C@@H]1O[C@@H]2COP(=O)(O)O[C@H]2[C@H]1O	2%	5%	9%	1.0%	2%

An excerpt of these results, in markdown.
| Molecule | tuberculosis growth | PhoP GFP inhibition | H37Rv inhibition | inhibitors of VEEV | influenza NS1A |
| --- | --- | --- | --- | --- | --- |
| c1ccc(OCCOCCN2CCc3ccccc3C2)cc1 | 33% | 2% | -3% | 0.2% | -5% |
| O=C(CN1C(=O)NC2(CCCC2)C1=O)NCc1ccccc1 | 5% | nt | 4% | 0.1% | -3% |
| NS(=O)(=O)c1cccc(NC(=O)c2cccnc2Oc2ccccc2)c1 | 2% | 1% | -2% | 2.7% | -18% |

Further entries follow.
SMILES	tuberculosis growth	PhoP GFP inhibition	H37Rv inhibition	inhibitors of VEEV	influenza NS1A
Cc1cc(C(=O)N2CCN(c3ccc([N+](=O)[O-])cc3)CC2)co1	21%	-6%	7%	1.1%	2%
O=C(N/N=C/c1cccc2ccccc12)c1cc2ccccc2o1	nt	nt	nt	11%	4%
CC(C)=CCC/C(C)=C/CNC(=O)C[C@H]1C[C@H](C(=O)N2CCOCC2)[C@@]2(CCC3CCCC3)c3[nH]c4cc(CCC(=O)N(C)C)ccc4c3CCN2C1=O	nt	nt	nt	2.3%	4%
O=C(Cn1nc(-c2ccc(Cl)cc2)ccc1=O)NCc1ccc2c(c1)OCO2	nt	-2%	1%	3.9%	6%
Cc1c(CCC(=O)NC2CC2)c(=O)oc2cc(O)ccc12	7%	8%	-1%	1.0%	-1%
Cc1ccccc1-n1nnnc1SCc1cc(=O)n2ccsc2n1	1%	-13%	6%	6.9%	-16%
